# Chronic BCR inh: chronic active BCR signaling inhibition. AID 493014. 0.05% of 340,000 active. Potency, µM (doses to about 46.1 µM), for the others: at the top dose ratio change, negative = lower green/red ratio, usual class: inhibitors. ABC-DLBCL IkBa-CBG/CBR reporter, luminescence ratio, 4 h; active means well fitted inhibition curve with a large enough effect in the signal ratio, with a control signal flat, not every such curve was filed as active; inconclusive means small, poorly fitted or top-dose-only effect, or effect the other way, or a change in a side signal; the % refers to the signal ratio;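 further: potency means the concentration at half of the fitted maximal effect; plate controls were basal doxycycline-induced cells for no effect and cells given 10 µM MG132 for full effect; MG132 reads +100%, hits lower the ratio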
#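 Cell line TMD8 (human ABC DLBCL), stably expressing tet-inducible CBG68-IkBa fusion and CBR; IMDM/0.5% FBS; cpd up to 46 uM; dox induction, 4 h, 37C/5% CO2; dual luminescence; green/red ratio; MG132 control.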
# AT treatment: candidate therapy for ataxia-telangiectasia | […] A-T fibroblasts, KAP-1 phosphorylation AlphaLISA; neocarzinostatin DNA damage 30 min before lysis | Potency, µM (doses to about 57.5 µM), without a hit: top-dose activation, most hits filed as activators | 0.19% of 320,000 active; further: potency means the concentration at half of the fitted maximal effect; % of control where 0% means no effect; nearly all actives have a fitted effect of over 45% in size
#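 ATM-like activity read as KAP-1 phosphorylation via AlphaLISA donor/acceptor antibody pairs after lysis and 6 hr at 25C. Cells were ATM-null patient fibroblasts ([…], hTERT), dosed 60 min, then exposed to the DSB inducer NCS for 30 min.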
# Eya2 phos inh: blocks the phosphatase activity of human Eya2; O00167; recombinant Eya2, OMFP fluorescence dephosphorylation (OMFP is methylfluorescein phosphate); 0.006% of 330,000 active; Potency, µM (series often up to 76.9 µM), for inactives: at the top dose activity, negative = inhibition, usual class: inhibitors; further: potency means the concentration at half of the fitted maximal effect; on the % scale 0 is the no-effect control and ±100 the full control effect
#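 Eya2 protein (added as 0.2 uM solution) was preincubated with compound for 10 min at ambient temperature in 50 mM HEPES pH 7.5, 50 mM NaCl, 5 uM MgCl2, 0.05% BSA, 1 mM DTT. OMFP (added at 50 uM) then reacted 10 min; fluorescence read at 485/525 nm.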
# S-ASM inh: blocks human secretory acid sphingomyelinase; P17405; placental ASM, HMU-PC fluorogenic substrate, 60 min; Potency, µM (top dose mostly 57.5 µM), for inactives: at the top dose activity change, negative = inhibition, most hits filed as inhibitors; 0.006% of 340,000 active; AID 504937; further: potency means the concentration at half of the fitted maximal effect
# Target sequence (P17405 47-631 limits assumed): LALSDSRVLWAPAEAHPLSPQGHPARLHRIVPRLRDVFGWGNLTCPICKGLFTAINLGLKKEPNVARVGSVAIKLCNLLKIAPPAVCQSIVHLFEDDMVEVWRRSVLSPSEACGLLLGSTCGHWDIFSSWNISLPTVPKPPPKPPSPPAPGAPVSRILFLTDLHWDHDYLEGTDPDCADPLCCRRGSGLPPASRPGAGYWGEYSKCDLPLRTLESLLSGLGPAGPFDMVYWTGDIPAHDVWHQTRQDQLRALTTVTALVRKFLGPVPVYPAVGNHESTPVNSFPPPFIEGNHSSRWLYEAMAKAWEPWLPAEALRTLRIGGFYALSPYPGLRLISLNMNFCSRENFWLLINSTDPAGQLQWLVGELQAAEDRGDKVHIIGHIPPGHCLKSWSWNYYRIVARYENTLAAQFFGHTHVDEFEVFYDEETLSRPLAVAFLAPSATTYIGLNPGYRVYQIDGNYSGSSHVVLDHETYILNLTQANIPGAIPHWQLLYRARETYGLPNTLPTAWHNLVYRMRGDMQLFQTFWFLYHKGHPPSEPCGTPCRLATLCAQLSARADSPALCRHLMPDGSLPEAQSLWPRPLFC
#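 HMU-PC0 cleavage (9 uM final) by human placental ASM, 60 min at 37 °C following 10 min compound exposure at RT; stopped at pH 10, fluorescence Ex 386/Em 447 nm.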
# Tb PFK block: inhibitors of T. brucei phosphofructokinase; O15648; T. brucei PFK, ADP-Glo luminescence; 0.17% of 330,000 active; Potency, µM (doses to about 57.5 µM), for the others: at the top dose activity, negative = inhibition, actives largely listed as inhibitors;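 further: potency means the concentration at half of the fitted maximal effect; 0% = uninhibited 1x PFK enzyme wells and -100% = no-enzyme wells; nearly all actives have a fitted effect of over 60% in size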
# Target sequence (O15648 whole entry, looked up): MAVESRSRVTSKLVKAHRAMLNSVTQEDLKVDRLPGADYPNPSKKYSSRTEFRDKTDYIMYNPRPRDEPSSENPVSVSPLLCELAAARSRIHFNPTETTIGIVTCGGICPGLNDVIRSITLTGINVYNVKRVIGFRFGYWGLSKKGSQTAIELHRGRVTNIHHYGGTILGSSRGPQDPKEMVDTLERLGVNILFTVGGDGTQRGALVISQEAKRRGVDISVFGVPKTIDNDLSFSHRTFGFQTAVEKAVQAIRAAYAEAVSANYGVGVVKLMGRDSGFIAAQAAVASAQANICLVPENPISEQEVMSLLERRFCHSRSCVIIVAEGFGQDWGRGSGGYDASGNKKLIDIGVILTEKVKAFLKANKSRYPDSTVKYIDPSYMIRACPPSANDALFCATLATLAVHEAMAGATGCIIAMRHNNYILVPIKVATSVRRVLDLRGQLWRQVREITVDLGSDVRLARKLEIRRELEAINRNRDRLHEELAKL
#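 1.25 nM PFK with 0.5 mM F6P and 0.1 mM ATP in 0.1 M TEA pH 8.0, 5 mM MgCl2, incubated 45 min at room temperature; ADP measured by ADP-Glo luminescence; compounds titrated up to 57 uM.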
# TSG101-PTAP inh: blocks PTAP/TSG101 interaction to inhibit HIV-1 budding; Q99816; Fluorescence polarization, FITC-PTAP peptide / Tsg101 binding; Potency, µM (highest dose often 115 µM), inactives show at the highest dose activity change, negative = inhibition, most hits filed as inhibitors; 340,000 tested, under 10 active; active means well fitted inhibition curve with a large enough effect in the main read-out, with a control signal flat, not every such curve was filed as active; inconclusive means small, poorly fitted or top-dose-only effect, or effect the other way, or a change in a side signal; inactive means no such curve, though single readings can be large or run the other way; further: potency means the concentration at half of the fitted maximal effect; % of control where 0% means no effect
#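 Fluorescence polarization binding of Tsg101 binding domain (10 uM final) to FITC-labeled PTAP peptide (50 nM final) in HEPES pH 7.5 buffer with NaCl, Tween 20, EDTA, TCEP. Compounds added before peptide; binding 20 min at RT.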
# Integrin act MD: integrin-mediated muscular dystrophy alleviation activation. alpha7betagal myoblasts, beta-gal FDG fluorescence, 48 h. Potency, µM (top dose mostly 38.3 µM), inactives show at the top dose activation, most hits filed as activators. 0.064% of 350,000 active;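 further: potency means the concentration at half of the fitted maximal effect; 100% = response of the positive control SU9516; nearly all actives have a fitted effect of over 60% in size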
#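 Alpha7betagal+/- myoblasts (passage 13) were plated 16-24 hr, then exposed to compounds (1:260 dilution of DMSO stock) for 48 hours at 37C. After MPER lysis, β-galactosidase reporter activity was read as FDG fluorescence (ex 480/em 540) after 30 minutes.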
# Mito fusion act: blocks mitochondrial division or promotes mitochondrial fusion; AID 485298; S. cerevisiae fusion-defective mutant growth rescue, CellTiterGlo 48 h; 0.23% of 320,000 active; Potency, µM (highest dose often 46.1 µM), without a hit: at the highest dose growth rescue (activation), hits mostly activators;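 further: potency means the concentration at half of the fitted maximal effect; % of control where 0% means no effect; nearly all actives have a fitted effect of over 45% in size; temperature-sensitive fusion mutants such as fzo1-1 at 37 °C on non-fermentable ethanol glycerol medium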
#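 Yeast fusion mutant, YPEG (non-fermentable carbon), compound, 48 h at 37C non-permissive; CellTiterGlo added, 10 min RT, luminescence read. Rescued growth = division inhibition.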
# ELG1 DNA repair: inhibitors of ELG1-dependent DNA repair in HEK293T cells. Potency, µM (doses to about 46.1 µM), inactives show top-dose activity change, negative = inhibition, hits mostly inhibitors. 2.3% of 330,000 active. HEK293T ELG1-luciferase reporter, luminescence, 16 h; DNA damage induced by 5-fluorouridine; further: potency means the concentration at half of the fitted maximal effect; on the % scale 0 is the no-effect control and ±100 the full control effect; nearly all actives have a fitted effect of over 55% in size
#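 Step one: seed 2,000 cells per well. Step two: pin-transfer compound or DMSO alongside 5-fluorouridine. Step three: incubate 16 hr, 37 °C, 5% CO2. Step four: add ONE-Glo, wait 30 min, read luminescence.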
# TCR activator: T cell receptor activation; primary human leukocytes, anti-CD3, IL-2 HTRF, 48 h; Potency, µM (series often up to 9.22 µM), for inactives: top-dose activation of IL-2 secretion, hits mostly activators; 330,000 tested, under 10 active; AID 504894; further: % of control where 0% means no effect
#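 Primary human leukocytes receive a-CD3 beads and test compound and are incubated 48 hr. Secreted IL-2 is then assayed by HTRF, measuring 665nm acceptor emission after 320nm excitation of the europium donor.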
# TSHR antag: antagonists of human thyroid stimulating hormone receptor; P16473; activity change, negative = inhibition, % at 11.5 µM; TSHR-expressing cells, TSH-stimulated cAMP HTRF, 2 h; hits give low values; 0.2% of 330,000 active;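 active means activity change below a set negative limit, meaning inhibition stronger than a set level, cut at about -70% in these data; inconclusive means activity change between two set negative limits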; further: on the % scale 0 is the no-effect control and ±100 the full control effect
#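 TSHR-expressing cells, 200/well, pre-treated with compound, then stimulated with EC80 TSH (4nM final) for 2 hours at 37 deg C. cAMP measured by competitive HTRF: anti-cAMP cryptate antibody in lysis buffer plus cAMP-d2, read after 30 minutes at room temperature.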
# Numbers without * were called inactive; ? = inconclusive; . = not tested or not shown; [ ] = another dose, or the depositor's remark. Unless noted, the call rests on the fitted dose curve; in most records, active means well fitted curve in the direction sought with a large enough effect; inconclusive means small, poorly fitted or top-dose-only effect, or another doubt; inactive means no such curve, though single readings can be large; an effect the other way counts as inactive or inconclusive.
SMILES,Chronic BCR inh,AT treatment,Eya2 phos inh,S-ASM inh,Tb PFK block,TSG101-PTAP inh,Integrin act MD,Mito fusion act,ELG1 DNA repair,TCR activator,TSHR antag
CC1CC(C)(C)NC(=S)N1CCCC(=O)Nc1ccc2c(c1)OCCO2 (stereo not given),?,-2%,5%,0%,4%,1%,-1%,9%,?,-6%,7
O=C(COC(=O)c1cccc(Cl)c1)Nc1cccc(S(=O)(=O)NC2=NCCC2)c1,-1%,6%,-27%,2%,0%,-2%,11%,.,?,5%,17
COc1cccc(/C=N/NC(=O)CNC(=O)c2ccc3c(c2)OCCO3)c1O,1%,2%,2%,27%,0%,-1%,-26%,-9%,?,-5%[46.1 µM],0
COc1ccccc1N1CCN(C2CCN(C3CCC(c4ccccc4)CC3)CC2)CC1 (stereo not given),-13%,-1%,1%,.,-3%,.,.,-2%,2%,.,-9
C(=N\N1CCOCC1)/c1ccsc1,2%,-12%,18%,-2%,-1%,-6%,-10%,3%,11%,-4%,19
COc1nc(N/N=C/c2ccc(C)cc2)nc(N2CCCCC2)n1,-10%,1%,1%,4%,5%,0%,-4%,-2%,12%,1%[46.1 µM],-5
O=C(CSc1nnnn1-c1ccccc1)N1CCN(C(=O)c2ccco2)CC1,-1%,-3%,-9%,-2%,0%,0%,-14%,-3%,-7%,-1%,-4
O=C(O)c1cc(O)c2c(c1)[C@@H]([C@H]1c3cc(C(=O)O)cc(O)c3C(=O)c3c(O[C@@H]4O[C@H](CO)[C@@H](O)[C@H](O)[C@H]4O)cccc31)c1cccc(O[C@@H]3O[C@H](CO)[C@@H](O)[C@H](O)[C@H]3O)c1C2=O,?,18%,?,-28%,?,-8%,34%,.,?,3%,-79*
O=C(/C=C\c1ccco1)Nc1nc(-c2ccc3ccccc3c2)cs1,?,-4%,11%,-16%,-1%,-1%,-22%,11%,?,6%[46.1 µM],?
C[C@H]1CN([C@@H](C)CO)C(=O)c2cccc(NC(=O)C3CC3)c2O[C@H]1CN(C)Cc1ccc(C(F)(F)F)cc1,1%,3%,-33%,4%,5%,1%,3%,.,9%,0%,17
Cn1c(N)c(C(=O)COC(=O)c2ccc(OC(F)F)cc2)c(=O)n(C)c1=O,3%,-3%,-7%,-5%,2%,-2%,-11%,11%,0%,3%,39
O=C(O)/C=C/C(=O)Nc1ccc(OC(F)(F)Cl)cc1,3%,-4%,3%,1%,-2%,2%,1%,-2%,12%,5%,-2
O=C(Nc1nc2nc(-c3ccccc3)cc(=O)n2[nH]1)c1ccc(F)cc1,?,5%,0%,.,-2%,.,.,0%,.,.,30
c1ccc2cc(CNCc3cccc4ccccc34)ccc2c1,?,11%,-11%,0%,-3%,1%,-3%,6%,3%,-8%,16
COc1ccc(N2CCN(C(=O)CCc3c[nH]c4ccccc34)CC2)cc1,0%,-2%,-26%,0%,-3%,0%,3%,3%,7%,-3%,-3
CC(C)C[C@H](NC(=O)Nc1cccc(C(F)(F)F)c1)C(=O)O,2%,0%,8%,-1%,2%,-8%,8%,-1%,4%,0%[46.1 µM],-10
NC(=O)COC(=O)CCCc1c[nH]c2ccccc12,-5%,0%,-7%,-2%,-3%,-3%,-20%,0%,5%,9%,-1
COc1ccc(OC)c(NC(=O)C(=O)NNC(=O)c2cccs2)c1,-17%,-2%,10%,5%,0%,-3%,2%,4%,?,-3%[46.1 µM],-4
O=C(Nc1nccs1)c1ccc(Br)cc1,3%,8%,-17%,0%,-2%,-3%,-1%,-7%,?,8%,-12
Cc1onc(-c2ccccc2)c1C(=O)Nc1ccc(S(=O)(=O)N2CCCCC2)cc1,0%,4%,0%,-2%,-2%,-5%,10%,?,-15%,1%[46.1 µM],-13
CC(=O)c1cccc(NC(=O)N2C3CCC2CC(O)(c2cccnc2)C3)c1 (stereo not given),-2%,-2%,-32%,2%,-3%,-9%,17%,-1%,?,-3%,-5
COC(=O)c1ccccc1NC(=S)NC(NC(=O)c1ccco1)C(Cl)(Cl)Cl (stereo not given),?,1%,0%,-4%,1%,-1%,5%,-1%,-1%,0%,19
O=C(O)c1ccc(Nc2nc(-c3cccnc3)cs2)cc1O,?,27%,-2%,3%,12%,3%,-46%[inhibitor],3%,10%,.,23
CCCCC(=O)NCCc1ccc(OC)cc1,9%,0%,14%,3%,-1%,-1%,-8%,-5%,15%,-5%,0
CC(C)(C)NS(=O)(=O)c1ccc(CCC(=O)NCc2ccco2)cc1,-1%,4%,-7%,2%,2%,-2%,-30%,-2%,4%,-2%,-8

# By substructure: the entries above containing a COOH group
SMILES,Chronic BCR inh,AT treatment,Eya2 phos inh,S-ASM inh,Tb PFK block,TSG101-PTAP inh,Integrin act MD,Mito fusion act,ELG1 DNA repair,TCR activator,TSHR antag
O=C(O)c1cc(O)c2c(c1)[C@@H]([C@H]1c3cc(C(=O)O)cc(O)c3C(=O)c3c(O[C@@H]4O[C@H](CO)[C@@H](O)[C@H](O)[C@H]4O)cccc31)c1cccc(O[C@@H]3O[C@H](CO)[C@@H](O)[C@H](O)[C@H]3O)c1C2=O,?,18%,?,-28%,?,-8%,34%,.,?,3%,-79*
O=C(O)/C=C/C(=O)Nc1ccc(OC(F)(F)Cl)cc1,3%,-4%,3%,1%,-2%,2%,1%,-2%,12%,5%,-2
CC(C)C[C@H](NC(=O)Nc1cccc(C(F)(F)F)c1)C(=O)O,2%,0%,8%,-1%,2%,-8%,8%,-1%,4%,0%[46.1 µM],-10
O=C(O)c1ccc(Nc2nc(-c3cccnc3)cs2)cc1O,?,27%,-2%,3%,12%,3%,-46%[inhibitor],3%,10%,.,23

# (listing goes on)
SMILES,Chronic BCR inh,AT treatment,Eya2 phos inh,S-ASM inh,Tb PFK block,TSG101-PTAP inh,Integrin act MD,Mito fusion act,ELG1 DNA repair,TCR activator,TSHR antag
O=[N+]([O-])c1ccc(-c2cn3c(n2)CCC3)cc1,?,-4%,11%,-11%,0%,-5%,14%,0%,?,5%,-2
O=C(CN1CCN(Cc2ccccc2)CC1)Nc1ccc(Cl)cc1,0%,?,-5%,4%,-8%,-5%,7%,4%,-12%,-1%,-9
CCS(=O)(=O)N1CCN(c2ccc(S(=O)(=O)N3CCOCC3)cc2)CC1,-3%,1%,4%,1%,-6%,-3%,-10%,-7%,5%,-1%,2
O=C(Oc1cccc(Nc2ncnc3ccccc23)c1)c1ccccc1Cl,?,-2%,12%,?,6%,-12%,-12%,?,?,-5%,?
Cn1ccnc1SCC(=O)Nc1ccc2c(c1)COC2=O,?,-5%,-12%,5%,-10%,-7%,16%,-1%,?,-4%[46.1 µM],-6
CC1CCN(CC(=O)c2cccs2)CC1,0%,-1%,13%,6%,5%,-3%,-11%,0%,14%,-3%,-3
Cc1ccc(S(=O)(=O)NCC(=O)OCC(=O)N2CC(C)OC(C)C2)cc1 (stereo not given),2%,4%,-20%,5%,-2%,-2%,-34%,.,18%,2%,-6
CSc1ccccc1OCc1cc(C(=O)NC(C)Cn2cncn2)no1 (stereo not given),?,6%,3%,1%,0%,2%,8%,-1%,?,-6%,8
COc1cc2cc(CCOC(=O)c3ccc(C#N)cc3)oc(=O)c2cc1OC,1%,-3%,4%,8%,-1%,-5%,7%,5%,-26%,-4%,-15
COc1ccc(S(=O)(=O)NNC(=O)c2cc3cc4ccccc4nc3s2)cc1,?,-9%,-2%,?,?,-6%,21%,-1%,-3%,.,-4
Cn1cc(/C=N/NC(=O)c2ccc(C#N)cc2F)c2ccccc21,-9%,2%,-1%,-2%,0%,0%,7%,29%,4%,0%,-10
Cc1ccc(O)c(C(CC(=O)NC(C)C)c2ccccc2)c1 (stereo not given),?,6%,-21%,-2%,?,-2%,1%,0%,5%,-1%,-1
O=C(Nc1cccc2ncccc12)c1ccc([N+](=O)[O-])o1,?,-1%,-14%,0%,-2%,-4%,-37%[inhibitor],9%,?,-1%,7

# High-throughput results deposited in PubChem BioAssay by National Center for Advancing Translational Sciences (NCATS).
